Source: PubChem BioAssay
KB-V1 cytotox = KB-V1 MDR subline cytotoxicity | 400,000 tested, 3.4% active | AID 1347076 | KB-V1 MDR cells viability, CellTiter-Glo, 72 h | Potency, µM (doses to about 46.1 µM), without a hit: at the highest dose activity change, negative = cytotoxicity, actives largely listed as cytotoxic; further: potency means the concentration at half of the fitted maximal effect; on the % scale 0 is the no-effect control and ±100 the full control effect; nearly all actives have a fitted effect of over 60% in size
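Luminescent ATP read-out (CellTiter-Glo, 10 min) measures survival of drug-selected KB-V1 MDR cells after 72 h, 37 degrees C compound exposure. Medium: phenol-red-free DMEM, 10% FBS. Values from fitted concentration-response curves.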
IL1B secr inh = blocks inflammasome-driven IL-1 beta release | THP-1 LPS/ATP IL-1B secretion, AlphaLISA, 16 h; hits give low values | 360,000 tested, 4.7% active | activity change, % at 57.5 µM; in the data active means activity change below about -50%; inconclusive means mostly about -30% to -49%; further: on the % scale 0 is the no-effect control and ±100 the full control effect
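Secreted IL-1B measured by AlphaLISA bead assay after 16 h compound exposure of THP-1 cells; compounds (final up to 57.5 uM) added 1 h before LPS (250 ng/mL) and ATP (1.25 mM) stimulation; lower signal means less secretion.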
HT1080 IDH1KD tx = HT-1080 IDH1 knockdown cell toxicity (counter line) | HT-1080 IDH1 knockdown viability, ATP luminescence, 48 h | Potency, µM (titrated, usually from 46.1 µM), inactives show top-dose activity, negative = toxicity, actives largely listed as cytotoxic | 360,000 tested, 2% active | AID 686971;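 further: potency means the concentration at half of the fitted maximal effect; 0% = DMSO wells and -100% = cell-free medium wells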
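Viability of IDH1-knockdown HT-1080 fibrosarcoma cells was assessed by CellTiter-Glo after 48 h at 37 °C with titrated compound; concentration-effect curves were classified by fit quality and response size.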
KB-3-1 cytotox = KB-3-1 parental cell cytotoxicity; 400,000 tested, 1.4% active; KB-3-1 viability, CellTiter-Glo ATP luminescence, 72 h; Potency, µM (highest dose often 46.1 µM), inactives show at the top dose activity change, negative = cytotoxic, hits mostly cytotoxic; further: potency means the concentration at half of the fitted maximal effect; on the % scale 0 is the no-effect control and ±100 the full control effect; nearly all actives have a fitted effect of over 60% in size
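Luminescent ATP read-out (CellTiter-Glo) measures survival of drug-naive KB-3-1 cells after 72 h compound exposure at 37 °C. Titration series was screened from lowest to highest concentration, with DMSO vehicle plates as background controls.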
D3 antag = blocks the human D3 dopamine receptor; 360,000 tested, 2.5% active; D3R cells, DiscoveRx beta-arrestin luminescence, antagonist mode; hits give low values; max response, negative = inhibition, %; in the data active means max response below about -50%; inconclusive means no clear call, values can overlap the other calls; further: on the % scale 0 is the no-effect control and ±100 the full control effect; mostly tested at two doses, the higher about 12 µM
Target sequence (P35462 whole entry, looked up): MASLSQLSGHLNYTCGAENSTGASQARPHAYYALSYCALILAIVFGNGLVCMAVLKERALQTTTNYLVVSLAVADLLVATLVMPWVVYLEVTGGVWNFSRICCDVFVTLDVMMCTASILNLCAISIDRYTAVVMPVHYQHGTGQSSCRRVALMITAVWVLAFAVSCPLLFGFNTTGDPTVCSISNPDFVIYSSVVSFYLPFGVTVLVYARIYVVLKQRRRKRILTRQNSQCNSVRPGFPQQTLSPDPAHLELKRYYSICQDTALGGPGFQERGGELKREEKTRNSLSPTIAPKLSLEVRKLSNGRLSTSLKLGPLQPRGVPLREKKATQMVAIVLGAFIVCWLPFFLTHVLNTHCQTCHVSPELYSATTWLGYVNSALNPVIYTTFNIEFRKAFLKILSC
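Cells plated overnight at 1500 cells/well, then exposed to library compounds with dopamine controls for 90 minutes at 37 degrees C. DiscoveRx reagent added for 30–60 minutes at room temperature; luminescence read, quantitative HTS format.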
GLP-1R agonist = agonists of human GLP-1 receptor. Potency, µM (titrated, usually from 45.6 µM), for inactives: top-dose activation, actives largely listed as activators. 380,000 tested, 0.007% active. AID 624172. P43220. HEK293 GLP-1R CRE-luciferase, luminescence, 4-6 h; cells express a hypersensitive GLP-1R form; further: potency means the concentration at half of the fitted maximal effect; % of control where 0% means no effect
Target sequence (P43220 whole entry, looked up): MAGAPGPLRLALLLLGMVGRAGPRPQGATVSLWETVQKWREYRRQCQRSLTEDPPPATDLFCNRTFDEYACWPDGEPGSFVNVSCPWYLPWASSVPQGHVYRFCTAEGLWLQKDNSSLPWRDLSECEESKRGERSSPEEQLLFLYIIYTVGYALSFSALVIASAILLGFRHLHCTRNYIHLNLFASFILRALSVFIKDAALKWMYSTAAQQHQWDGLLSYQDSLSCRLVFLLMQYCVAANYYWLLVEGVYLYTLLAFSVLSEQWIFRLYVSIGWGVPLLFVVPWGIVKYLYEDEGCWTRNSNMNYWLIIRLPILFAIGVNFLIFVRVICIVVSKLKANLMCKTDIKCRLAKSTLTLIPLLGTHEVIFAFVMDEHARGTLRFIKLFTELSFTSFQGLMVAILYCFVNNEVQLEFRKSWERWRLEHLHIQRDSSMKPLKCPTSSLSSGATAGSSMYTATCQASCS
D3 ag = D3 dopamine receptor (human) agonism; P35462; D3R DiscoveRx beta-arrestin cells, luminescence, 90 min; max activation, %; 410,000 tested, 0.58% active; in the data active means max activation above about 30%; further: 0% is about no effect; mostly tested at two doses, the higher about 12 µM
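Cells at 1500/well, incubated overnight, then treated with pinned compounds (dopamine as control) for 90 min at 37 degrees C. DiscoveRx reagent added for 30 - 60 minutes at room temperature; luminescence read.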
SW480 rereplic = induces DNA re-replication in SW480 colon adenocarcinoma cells | Potency, µM (doses to about 46.1 µM), without a hit: at the highest dose re-replication activation, usual class: activators | SW480 DNA re-replication, Hoechst DNA content imaging, 48 h | AID 624297 | 340,000 tested, 1.8% active; further: potency means the concentration at half of the fitted maximal effect; % of control where 0% means no effect; nearly all actives have a fitted effect of over 55% in size
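Compounds, transferred as 23 nL by pin tool, were incubated with cells for 48 hr; DNA content per nucleus was then quantified by Hoechst staining and fluorescence plate imaging.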
HT1080NT lethal = kills 2HG-producing HT-1080-NT fibrosarcoma cells; 360,000 tested, 1.6% active; HT-1080-NT fibrosarcoma viability, CellTiter-Glo ATP luminescence, 48 h; Potency, µM (titrated, usually from 46.1 µM), for the others: top-dose activity, negative = less viability, actives largely listed as cytotoxic;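 further: NT is the 2HG producing partner of a matched IDH1 knockdown line; potency means the concentration at half of the fitted maximal effect; 0% = DMSO-treated cells and -100% = media-only wells without cells; nearly all actives have a fitted effect of over 55% in size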
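Luminescent CellTiter-Glo readout after 48 hours of compound exposure at 37 degrees C defined viability of HT-1080-NT cells. Activity was normalized to DMSO wells and cell-free media wells; concentration-response curves were fitted and assigned curve classes.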
An asterisk follows results filed as active; ? = inconclusive; . = no result given; & = joins results of further samples; [ ] = another dose, or the depositor's remark. Unless noted, the call rests on the fitted dose curve; in most records, active means well fitted curve in the direction sought with a large enough effect; inconclusive means small, poorly fitted or top-dose-only effect, or another doubt; inactive means no such curve, though single readings can be large; an effect the other way counts as inactive or inconclusive.

smiles	SW480 rereplic	GLP-1R agonist	KB-V1 cytotox	IL1B secr inh	HT1080NT lethal	KB-3-1 cytotox	D3 ag	HT1080 IDH1KD tx	D3 antag
CCNc1nc(NCC)n2c(SCC(=O)Nc3ccc(CC)cc3)nnc2n1	-33.3%	-4.0%	18.7%	-1.0	4.4%	-0.1%	1.2	0.3%	6.0
Cc1ccc2[nH]c3c(=O)n(CC(=O)N4CC(C)CC(C)C4)ncc3c2c1 (configuration not stated)	-9.7%	4.6%	-1.8%	-3.3	25.2%	3.2%	0.1	20.0%	-2.0
COCCNC(=O)CSc1nnc(-c2ccc(C)cc2)c(-c2ccc(C)cc2)n1	-8.2%	8.8%	?	-26.1	-7.4%	-6.0%	-14.1	-11.6%	8.7
OC[C@H]1O[C@@H](c2nc(-c3ccccc3Br)no2)[C@H](O)[C@@H](O)[C@H]1O	.	-2.6%	4.0%	19.7	24.7%	0.0%	-0.3	13.6%	22.0
O=S(=O)(NCCC1=CCCCC1)c1cccc2nsnc12	-18.4%	2.0%	4.9%	3.0	9.3%	-10.1%	5.0	-4.7%	-3.7
Cc1cc(C)c(C)c(OCCN2CCOCC2)c1	?	-7.0%	13.3%	39.6	-5.0%	-13.8%	-19.7	1.0%	-1.2
Cc1cc(Cl)c(S(=O)(=O)Nc2ccc3c(c2)OCO3)cc1OCC(N)=O	?	-2.7%	0.1%	14.9	-0.4%	-16.1%	8.0	-0.3%	0.0
Cc1ccc2oc(C(=O)NCC3CCOCC3)c(C)c2c1	-22.7%	17.7%	1.1%	-14.7	19.0%	9.2%	-1.3	12.7%	0.8
O=C(NCc1cccnc1)c1ccc([N+](=O)[O-])o1	2.91µM*	-1.0%	23.1µM*	-66.9*	?	1.7%	1.0	?	13.0
CN(C)Cc1c(C(=O)N/N=C/c2cccc3ccccc23)nnn1-c1nonc1N	3.9%	-2.0%	0.5%	1.2	14.4%	-1.5%	6.0	23.9%	-6.8

Exported as labelled records: entries from further up.
CN(C)Cc1c(C(=O)N/N=C/c2cccc3ccccc23)nnn1-c1nonc1N
- SW480 rereplic: 3.9%
- GLP-1R agonist: -2.0%
- KB-V1 cytotox: 0.5%
- IL1B secr inh: 1.2
- HT1080NT lethal: 14.4%
- KB-3-1 cytotox: -1.5%
- D3 ag: 6.0
- HT1080 IDH1KD tx: 23.9%
- D3 antag: -6.8

O=C(NCc1cccnc1)c1ccc([N+](=O)[O-])o1
- SW480 rereplic: 2.91µM*
- GLP-1R agonist: -1.0%
- KB-V1 cytotox: 23.1µM*
- IL1B secr inh: -66.9*
- HT1080NT lethal: ?
- KB-3-1 cytotox: 1.7%
- D3 ag: 1.0
- HT1080 IDH1KD tx: ?
- D3 antag: 13.0

Carrying on:
smiles	SW480 rereplic	GLP-1R agonist	KB-V1 cytotox	IL1B secr inh	HT1080NT lethal	KB-3-1 cytotox	D3 ag	HT1080 IDH1KD tx	D3 antag
Cc1c(C(=O)OCC(=O)N(C)Cc2ccccc2)oc2ccccc12	7.9%	8.3%	-5.4%	?	0.2%[9.24 µM]	-4.8%	6.8	0.5%	2.6
Nc1ccccc1SC1CC(=O)N(c2ccc3c(c2)OCO3)C1=O (configuration not stated)	-2.7%	3.1%	-9.8%	-2.4	-14.0%	2.4%	8.4	-20.7%	6.4
CC(NC(=O)c1ccc(C23CC4CC(CC(C4)C2)C3)cc1)C(=O)O (configuration not stated)	-1.0%	6.7%	3.4%	46.6	-2.5%	1.5%	-3.5	-3.1%	3.7
Cc1cccnc1C(NC(=O)C1CCN(Cc2cn(C)c3ccccc23)CC1)c1ccc(Cl)cc1 (configuration not stated)	.	-1.7%	?	?	11.6µM*	?	-22.7	?	-65.2*
CCOc1ccccc1C(=O)N(CN1CCCC1=O)c1ccc(C)c(Cl)c1	-3.4%	8.1%	?	24.9	15.1%	-27.3%	2.7	0.1%	-10.0
Cc1ccccc1NC(=O)c1sc2nc(N3CCOCC3)c3c(c2c1N)CCCC3	-6.7%	?	10.9%	-15.2	5.1%	2.0%	-1.9	0.5%	36.7
O=C(c1ccccc1)c1c[nH]c(C(=O)NNc2cccc(Cl)n2)c1	-5.7%	0.0%	0.0%	-18.2	22.1%	-4.0%	-4.1	21.0%	-17.6
Cc1cc(OCC(=O)NCCCN2CCCC2=O)c2c(C)cc(=O)oc2c1	-7.9%	5.1%	7.7%	4.7	-0.4%	21.3%	3.4	13.1%	6.8
COc1ccc(CCNC(=O)CN(C)S(=O)(=O)c2ccc3nc(C)sc3c2)cc1OC	2.8%	6.4%	-21.3%	?	-2.1%	-0.8%	1.3	-0.2%	1.5
CCCCCC1(C(=O)OCC)CC(CSC(=N)N)OC1=O (configuration not stated)	-2.7%	-5.2%	3.2%	-22.6	1.5%	?	-11.7	1.8%	-3.5
CCCNC(=O)COC(=O)c1ccc(-c2ccccc2)cc1	1.4%	8.1%	-0.1%	-20.5	-12.5%	5.4%	-10.3	-4.2%	?
NC(=O)NC(=O)CSc1nc(-c2ccccc2)c(-c2ccccc2)n1CC1CCCO1 (configuration not stated)	2.8%	4.1%	-17.3%	?	-0.1%	1.1%	-0.8	-1.0%	?
Cc1cc(/C=C2/C(=N)N3C(=NC2=O)SN=C3S(C)(=O)=O)c(C)n1-c1ccccc1F	2.6%	0.7%	?	37.2	0.6%	10.1%	-5.1	4.9%	-19.8
O=C(Nc1ccc(Cl)cc1)c1ccc2c(c1)OCO2	-3.7%	-8.4%	10.3%	-6.9	0.1%	0.1%	-0.1	-0.4%	-22.2
O=C(NC(=S)Nc1cccc(NC(=S)NC(=O)c2ccco2)n1)c1ccco1	?	7.3%	-7.9%	44.8	?	3.0%	-9.2	?	-11.5
COc1cc(C(=O)NCC(=O)OCC(=O)c2ccc[nH]2)cc(OC)c1OC	6.4%	-2.9%	9.7%	29.7	11.6%	0.0%	1.0	3.3%	-1.8
CC[C@]12c3[nH]c4ccccc4c3CCN1C(=O)C(CC(=O)NCc1cccc(C(F)(F)F)c1)C[C@@H]2C(=O)N1CCN(C(=O)C2CC2)CC1 (some centres not stated)	-0.8%	-2.1%	-0.1%	-22.3	-3.4%	0.0%	11.2	-2.6%	-25.6
CCC(C)[C@H](Nc1nc(-c2ccccc2)nc2c1oc1ccccc12)C(=O)O (some centres not stated)	-4.8%	-11.0%	-0.7%	43.1	-18.1%	-1.9%	4.8	-5.9%	?
CC1CC2(CC(C)(C(=O)CSc3nc4ccccc4s3)OC2=O)C(=O)O1 (configuration not stated)	7.6%	-8.9%	10.0%	20.3	-2.9%	-1.1%	1.8	0.9%	10.7
COCCSc1ccccc1C(=O)N1CCc2ccccc2C1	-0.5%	6.2%	-28.2%	0.0	4.4%	3.6%	7.3	-0.9%	9.8
O=C(CSc1nnc(-c2ccncc2)n1CC1CCCO1)Nc1nccs1 (configuration not stated)	-2.3%	4.1%	12.4%	8.9	-2.1%	-0.2%	0.5	0.3%	-22.5
CCNc1ccc(S(=O)(=O)N(C)C)cc1[N+](=O)[O-]	0.7%	-0.6%	-6.5%	11.3	-1.5%	-0.6%	1.7	-2.3%	3.0
O=C(Nc1cc(S(=O)(=O)N2CCOCC2)ccc1OCC(F)(F)F)C1CCCC1	.	-2.4%	-9.2%	-12.5	12.4%	25.7%	-4.5	-1.2%	6.6
CC(=O)c1ccc(-n2cc(-c3ccc(C(C)(C)C)cc3)[n+]3c2SCCC3)cc1	-12.4%	-4.4%	-0.6%	-24.8	?	?	-1.7	?	7.1
COc1ccc(N2CC(C(=O)NCc3nnnn3-c3ccc(C)c(C)c3)CC2=O)cc1 (configuration not stated)	-0.2%	3.8%	2.4%	-20.8	0.9%	1.5%	-1.0&-9.4	0.8%	-11.8
Cc1ccccc1CC1(CO)CCCN(C(=O)c2cc(Cl)ccc2F)C1 (configuration not stated)	-1.0%	-1.6%	-0.5%	-14.4	-8.3%	5.0%	1.3	2.3%	3.8
CC(OC(=O)CN1C(=O)c2ccccc2C1=O)C(=O)NCc1ccccc1 (configuration not stated)	-0.2%	-18.6%	3.6%	17.2	-1.6%	24.9%	-5.8	-8.3%	-20.8
CCCCOc1ccc(C(=O)OC(C)CN(C)C)cc1 (configuration not stated)	-0.7%	12.2%	-25.1%	-4.2	7.7%	2.5%	-27.7	5.6%	?
CC(NO)C(C)(C)NO (configuration not stated)	-0.9%	-7.8%	43.0%	40.7	11.4%	4.8%	2.7	-0.9%	?
Cc1nc(C)c(C(=O)O)c(-c2ccsc2)c1C(=O)O	-3.6%	-1.1%	1.2%	14.1	10.3%	3.4%	9.0	11.6%	10.5
CCc1ccccc1NC(=O)CN(C)C(=O)CN1C(=O)NC2(CCCCCC2)C1=O	4.5%	-8.7%	5.3%	4.6	3.0%	7.5%	0.3	4.6%	3.7
CCc1ccc(NC(=O)[C@H](Cc2ccccc2)NC(=O)C2CCN(C(=O)[C@@H](N)CC(C)C)CC2)cc1	-3.8%	1.9%	0.0%	-28.0	-15.4%	0.0%	-29.5	-25.3%	0.0
Cc1nc(CCNC(=O)C2CCC(=O)N(Cc3cccc(F)c3)C2)sc1C (configuration not stated)	-8.8%	1.4%	-4.8%	9.0	5.6%	3.2%	5.0	14.6%	5.9
